# Bioassay records as filed in PubChem.
# M4 ag: CHRM4 agonism in calcium assay. 0.14% of 360,000 active. AID 624127. activation, % at 3 µM. CHO-K1 hM4/Gqi5, Fluo-8 calcium fluorescence; vehicle 0%, full acetylcholine response 100%;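 active = activation above the run mean over all test wells plus 3 SD, cut at about 32% in these data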;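 also: peak over basal fluorescence ratio per well then scaled between controls; 0% = DMSO wells and 100% = acetylcholine at EC100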
# CHRM4 PAM: potentiates acetylcholine response at human M4 receptor. P08173. CHO-K1 hM4/Gqi5, Fluo-8 calcium fluorescence, ACh EC20; 0% = ACh EC20, 100% = maximal ACh. activation, % at 3 µM. 0.4% of 360,000 active;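 active = activation above its plate's cutoff, the mean activation of sample wells plus 3 SD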; also: some results filed as inactive read as strong as hits
# CRFBP-R2 agonist: CRF-BP/CRF-R2 complex agonism; activation, % at 13.2 µM; AID 588473; HEK293 CRF-R2/CRF-BP, calcium dye fluorescence (FLIPR); percent of saturating CRF peptide response; 0.46% of 350,000 active;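 active = activation of at least 50%, plus an integration ratio under a set limit after plate pattern correction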;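 also: plate controls were neutral control wells without compound for no effect and CRF at EC100 for full effect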
# M1 antag: antagonists of human M1 muscarinic receptor | P11229 | CHO-K1 hM1, Fluo-8 calcium fluorescence, ACh EC80 antagonist | inhibition, % at 3 µM | 1.3% of 360,000 active;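 active = percent inhibition above its own plate's cutoff, namely the mean of that plate's compound wells plus 3 SD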;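 also: peak over basal fluorescence ratio during 140 s after agonist addition; 0% = ACh EC80 plus DMSO and 100% = DMSO alone without agonist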
# Target sequence (P11229 whole entry, looked up): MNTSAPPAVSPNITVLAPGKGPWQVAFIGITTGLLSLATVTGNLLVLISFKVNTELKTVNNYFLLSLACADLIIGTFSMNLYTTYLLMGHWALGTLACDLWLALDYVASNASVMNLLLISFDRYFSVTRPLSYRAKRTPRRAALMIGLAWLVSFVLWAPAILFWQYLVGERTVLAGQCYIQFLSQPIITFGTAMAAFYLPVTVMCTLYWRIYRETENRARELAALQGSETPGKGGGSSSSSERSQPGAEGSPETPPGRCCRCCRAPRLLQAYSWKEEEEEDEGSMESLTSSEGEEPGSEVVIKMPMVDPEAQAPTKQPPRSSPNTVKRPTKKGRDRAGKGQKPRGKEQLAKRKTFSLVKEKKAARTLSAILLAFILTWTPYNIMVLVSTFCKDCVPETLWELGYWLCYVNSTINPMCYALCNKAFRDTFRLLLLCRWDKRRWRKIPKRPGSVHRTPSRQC
# M4 antag: blocks acetylcholine activation of human M4 receptor. 0.73% of 360,000 active. AID 624125. CHO-hM4 cells, ACh EC80, Fluo-8 calcium fluorescence. inhibition, % at 3 µM;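 active = inhibition above its plate's cutoff, the mean inhibition of sample wells plus 3 SD, cut at about 27% in these data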;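 also: 0% = acetylcholine EC80 with DMSO and 100% = DMSO without agonist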
# M5 PAM: potentiates acetylcholine response at human M5 receptor | P08912 | CHO-K1 hM5, Fluo-8 calcium, ACh EC20 PAM; 0% = ACh EC20, 100% = ACh EC100 | activation, % at 3 µM | 0.3% of 360,000 active | AID 624038;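 active = activation above the run cutoff, the mean activation of all test compounds plus 3 SD, cut at about 18% in these data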
# Target sequence (P08912 whole entry, looked up): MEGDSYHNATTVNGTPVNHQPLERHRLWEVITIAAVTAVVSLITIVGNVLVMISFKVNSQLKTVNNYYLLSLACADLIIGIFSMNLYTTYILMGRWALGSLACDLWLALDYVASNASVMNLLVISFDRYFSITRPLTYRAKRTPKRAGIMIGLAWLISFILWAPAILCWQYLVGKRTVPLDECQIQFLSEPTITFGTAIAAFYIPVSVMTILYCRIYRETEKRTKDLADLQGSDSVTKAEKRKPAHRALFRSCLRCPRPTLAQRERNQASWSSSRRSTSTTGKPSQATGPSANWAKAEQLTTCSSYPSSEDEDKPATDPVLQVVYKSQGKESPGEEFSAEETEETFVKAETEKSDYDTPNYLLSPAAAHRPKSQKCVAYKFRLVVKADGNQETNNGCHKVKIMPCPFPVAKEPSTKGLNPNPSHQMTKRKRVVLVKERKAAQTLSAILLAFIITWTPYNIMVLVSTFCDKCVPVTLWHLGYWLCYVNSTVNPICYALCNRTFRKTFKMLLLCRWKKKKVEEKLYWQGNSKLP
#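 Measured by: Fluo-8 calcium fluorescence; material: human M5 receptor in CHO-K1 cells; schedule: Post-acetylcholine fluorescence recording 140 s; benchmarks: low control EC20 acetylcholine (0%), high control EC100 acetylcholine (100%); read-out: Max/basal fluorescence ratio as % of EC20–EC100 ACh window; compound: single dose, 3 µM nominal final test concentration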
# M5 antag: CHRM5 antagonism in calcium assay | CHO-hM5 cells, Fluo-8 calcium fluorescence, ACh EC80 | inhibition, % at 3 µM | 0.59% of 360,000 active | AID 624040;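 active = inhibition above a per-plate cutoff, the mean of that plate's test compounds plus 3 SD, cut at about 27% in these data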;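 also: 0% = acetylcholine EC80 with DMSO and 100% = DMSO without agonist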
# M5 ag: CHRM5 agonism in calcium assay; P08912; CHO-K1 hM5 cells, Fluo-8 calcium fluorescence; 0% DMSO wells, 100% maximal acetylcholine response; activation, % at 3 µM; 0.19% of 360,000 active;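 active = activation above the run's mean over test compounds plus 3 SD, cut at about 23% in these data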;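 also: signal is peak over basal fluorescence ratio across the kinetic read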
# M1 PAM: human CHRM1 positive allosteric modulation. P11229. 0.088% of 360,000 active. activation, % at 3 µM. CHO-K1 hM1, Fluo-8 calcium fluorescence, ACh EC20; 0% = ACh EC20, 100% = maximal ACh; in the data active = activation above about 19%, passing the limit was not always enough
# * marks the source's active call; other numbers are inactive results; nt = not tested or not shown.
SMILES,M4 ag,CHRM4 PAM,CRFBP-R2 agonist,M1 antag,M4 antag,M5 PAM,M5 antag,M5 ag,M1 PAM
COC(=O)Cn1c(=NC(=O)C2CC2)sc2c(C)cc(C)cc21,1,-2,0.2,-4,-10,-2,-2,-3,-2
O=C(NP(=O)(N1CCCC1)N1CCCC1)C1=C(N2CCOCC2)/C(=C/c2cccc([N+](=O)[O-])c2)CC1,1,5,-0.8,-4,-5,0,0,0,3
COc1ccccc1NC(=O)c1ccc(NC(=O)CSc2ncccn2)cc1,3,1,2.1,-26,-5,0,2,-6,11
COc1ccc(C2=NOC(Cn3nc(-c4ccccc4)cc3C(=O)NCc3ccccc3OC)C2)cc1 (centres undefined),1,-4,3.2,19,3,-2,14,0,-12
CC(=O)c1ccc(S(=O)(=O)NCC2(N3CCOCC3)CCCCC2)cc1,1,3,-0.7,0,2,0,4,0,5
OCCNc1nc(Nc2ccccc2)nc(Nc2ccccc2)n1,2,0,-1.3,-42,0,-1,2,-2,5
COc1ccc(N2CC(C)Cn3c2nc2c3c(=O)n(Cc3ccccc3F)c(=O)n2C)c(OC)c1 (centres undefined),-1,-3,-1.3,2,-1,1,2,0,-1
COc1cc(C(=O)NCC(c2cccnc2)N2CCN(C)CC2)cc(OC)c1OC (centres undefined),1,1,-1.6,8,-1,-8,7,-5,1
CNc1cc(Cl)nc(SC)n1,1,1,1.2,-7,-4,3,9,0,10
CC(Oc1ccc(F)cc1)C(=O)Nc1cc(C(F)(F)F)ccc1-n1cncn1 (centres undefined),0,15,-2.2,-5,-2,-8,5,-9,4
O=C(/C=C/[C@H]1O[C@@H](n2cnc3c(NC(=O)c4ccccc4)ncnc32)[C@H](O)[C@@H]1O)N[C@@H](CO)Cc1c[nH]c2ccccc12,0,-2,nt,-26,5,-2,9,2,2
COc1ccc(N(C(=O)C(C)C)S(=O)(=O)c2cccs2)cc1,2,6,-7.9,-8,-19,-4,-5,-4,8
O=C(Nc1ccc2c(c1)OCCO2)c1c(F)c(F)c(F)c(F)c1F,1,-1,-3.4,-11,2,-4,2,-2,6
C=CC[C@H](CC(=O)NCCO)C(=O)N[C@H](COC(=O)[C@H](CC=C)CC(=O)OC(C)(C)C)Cc1c[nH]c2ccccc12,10,-6,0.4,13,-4,-5,-6,1,-1
CN(CCCC(=O)Nc1ccccc1)S(=O)(=O)c1ccc(Cl)cc1,4,2,-0.8,-11,-5,-5,7,-1,13
N#Cc1ccc(C(C(=O)NCc2ccccc2)n2c(=O)c(-c3cc4ccccc4[nH]3)nc3ccccc32)cc1 (centres undefined),3,21,nt,nt,-24,17,-14,5,nt
COc1ccc(/C=C2\SC(=S)N(CCCC(=O)N3CCN(C)CC3)C2=O)cc1OC,2,-6,0.1,-10,4,-1,9,-2,6
NC(=O)[C@@H]1[C@@H]2C(=O)N(c3ccc(F)cc3)C(=O)[C@@H]2[C@H]2C=Cc3ccccc3N21,0,-6,6.3,0,9,7,-8,2,0
CCOC(=O)[C@]12CCCC=C1N(Cc1ccco1)C(=O)[C@H](CC(=O)N1CCOCC1)C2,0,1,nt,nt,9,-4,16,0,nt
O=C(Cc1cn(Cc2cccc(Cl)c2)c2ccccc12)N1CCCC1,2,-11,-0.5,3,-9,-5,-7,-1,0
COc1ccc(-c2onc3ccc(Cl)cc23)cc1,0,3,0.1,-9,5,1,-3,-10,6
CCOC(=O)N1CCN(c2ccc([N+](=O)[O-])cc2F)CC1C (centres undefined),5,-5,-1.6,-8,-10,-6,3,-1,1
CCOc1ccc(C(C)=O)cc1COC(=O)c1ccccc1C(=O)N(C)Cc1ccccc1,14,-4,-1.1,-10,-4,-21,15,2,7
Cc1c(C(=O)N(C)C)sc(NC(=O)c2cc([N+](=O)[O-])cc([N+](=O)[O-])c2)c1C#N,0,-7,-3.5,7,0,-15,9,-3,-7
Cc1cc(C)n2nc(N)c(N=Nc3ccccc3)c2n1,1,-11,-9.2,19,-12,-3,2,0,-6

# Further entries follow:
SMILES,M4 ag,CHRM4 PAM,CRFBP-R2 agonist,M1 antag,M4 antag,M5 PAM,M5 antag,M5 ag,M1 PAM
COc1cc(OC)cc(C(=O)NCCC(c2ccccc2)c2ccccc2)c1,2,-1,4.8,-1,-11,-5,14,-5,7
CCCc1cc(=O)[nH]c(NCc2ccc(Cl)cc2)n1,0,8,2.5,7,9,-4,2,4,-1
CC(=O)c1cccc(CN2CCN(Cc3ccccc3)C(CCO)C2)c1 (centres undefined),3,6,1.3,29,-7,-11,11,-10,-9
CCCn1nnnc1SCC(=O)NCc1ccccc1,1,13,-0.3,-1,-17,5,-10,-4,5
Cc1cnccc1CNC(=O)C1CCC(=O)N(Cc2ccc(Cl)cc2)C1 (centres undefined),1,-3,-0.1,-5,2,-5,12,-6,3
CN(C)c1cc[n+](CC(=O)Nc2ccc(OC(F)F)cc2)cc1,1,-14,3.4,18,8,1,6,-8,-7
Cc1ccc(C(=O)NCC(=O)OCC(=O)Nc2ccc(Cl)cc2C(F)(F)F)cc1C,1,13,-0.4,-2,-3,-4,7,-2,-3
CC(CN1CCCCC1)OC(=O)c1ccccc1F (centres undefined),0,-3,1.4,-12,-6,-4,6,-9,5
Cc1ccc(S(=O)(=O)NC(=O)C2(C)CCN2C(=O)c2cccc(F)c2)nc1 (centres undefined),1,7,nt,-23,-7,-4,5,-1,10
Cc1ccc(S(=O)(=O)N(C)C[C@H]2Oc3ncc(-c4ccccc4)cc3C(=O)N([C@@H](C)CO)C[C@@H]2C)cc1,1,-4,-2.7,-16,0,-4,7,-2,-1
Cc1ccc(-c2nnc(-c3ccccc3)o2)cc1Br,1,5,1.5,-29,-1,4,-3,-4,8
CC(=O)NCC(c1cccs1)S(=O)(=O)c1ccc(F)cc1 (centres undefined),0,1,3.7,-8,-11,-2,7,-3,-1
CC(=O)Nc1ccc(NC(=O)Cn2c(CC(=O)N3CCCC3)nc3ccccc32)cc1,1,8,-0.1,10,12,0,2,1,-3
CCCn1c2ccc(F)cc2c2nnc(SCCN3CCCCC3)nc21,2,-7,-1.3,8,6,4,-7,-8,-13
O=C(NNc1nc2cc3c(cc2s1)OCO3)c1ccc(F)cc1,3,13,1.9,0,-9,-2,-5,3,7
COc1ccccc1NC(=O)COc1ccc(/C=N/NC(=O)c2cccnc2)cc1,7,-6,0.5,9,-1,-6,12,-1,-7
CNc1ccccc1C(C)(C)c1ccn[nH]1,0,-5,0.3,-6,4,-4,5,-3,3
Cc1ccc(N2C(=O)CC(N(O)C3CC(=O)N(c4ccc(C)cc4)C3=O)C2=O)cc1 (centres undefined),0,3,0.4,-13,-3,3,-2,-9,6
CCN1CCN(c2ccc(S(=O)(=O)N3CCCCC3)cc2NC(=O)Cc2c(Cl)cccc2Cl)CC1,3,-9,nt,-7,2,0,4,-4,4
Cc1cc(NNC(=O)c2ccccc2)nc(NNC(=O)c2ccccc2)n1,2,3,-0.7,4,-2,-4,-5,-2,7
CC(C)(C)C(=O)c1cnc(Nc2ccccc2Cl)s1,-1,-7,-1.3,3,7,0,-2,-2,5
COc1ccc(NC(=S)Nc2ccc3nsnc3c2)cc1,9,5,2.8,11,20,0,12,4,-2
COc1ccc(N(CC(=O)NCc2ccccc2C)S(=O)(=O)c2ccccc2[N+](=O)[O-])c(OC)c1,5,3,-4.6,5,-3,-2,-11,2,8
CSc1nc2[nH]c3c(c2c2nncn12)CC(C)(C)OC3,1,4,-2.5,-30,-16,-6,-15,1,7
O=S(=O)(NCCN1CCOCC1)c1ccc(-c2ccc(S(=O)(=O)NCCN3CCOCC3)cc2)cc1,1,-1,-1.2,-19,5,5,-4,-3,14

# Part of the list above in another layout.
compound	M4 ag	CHRM4 PAM	CRFBP-R2 agonist	M1 antag	M4 antag	M5 PAM	M5 antag	M5 ag	M1 PAM
O=C(NP(=O)(N1CCCC1)N1CCCC1)C1=C(N2CCOCC2)/C(=C/c2cccc([N+](=O)[O-])c2)CC1	1	5	-0.8	-4	-5	0	0	0	3
COc1ccccc1NC(=O)c1ccc(NC(=O)CSc2ncccn2)cc1	3	1	2.1	-26	-5	0	2	-6	11
COc1ccc(C2=NOC(Cn3nc(-c4ccccc4)cc3C(=O)NCc3ccccc3OC)C2)cc1 (centres undefined)	1	-4	3.2	19	3	-2	14	0	-12

# Following part:
SMILES,M4 ag,CHRM4 PAM,CRFBP-R2 agonist,M1 antag,M4 antag,M5 PAM,M5 antag,M5 ag,M1 PAM
COc1ccc(CNC(=S)N2CCN(Cc3ccccc3)CC2)cc1,4,-4,-3.4,-24,4,-4,-1,-4,3
COCCSc1ccccc1C(=O)NCCc1ccccc1,1,-3,-1.1,15,3,-5,-5,-3,-4
CCN1CCN(C(=O)CSc2cc(=O)n(C)c3ccccc23)CC1,0,-2,-0.9,12,6,-3,10,1,-7
CCOC(=O)C1CCN(C(=O)C2CCN(S(=O)(=O)N3CCCC3)CC2)CC1,0,13,2.4,-2,-3,-5,18,-1,3
CC(C)c1ccc(NC(=O)COC(=O)/C=C/c2cccc(Br)c2)cc1,0,4,5.5,-5,5,-7,7,-3,6
Cc1ncsc1CCC(=O)N1CCCC(Nc2ccc(C(C)C)cc2)C1 (centres undefined),5,-4,0.5,-4,-7,-8,16,0,1
O=C(COc1ccccc1)Nc1nc2c(s1)CCCC2,1,-5,0.6,11,6,1,7,-5,-5
CC(C)n1c(=O)c2ccccc2n1Cc1cn(Cc2ccccc2)nn1,0,-7,nt,6,-3,1,0,1,-3
Cc1cn(C(=O)c2cccc(Br)c2)c(C)n1,0,3,0.2,7,-3,1,-2,0,4
CCOc1ccc(NC(=S)NCc2ccc3[nH]c(C)cc3c2)cc1,1,6,-0.6,-4,0,-3,-6,-6,4
CC(O)(c1cccc(F)c1)c1nc(-c2cc3ccccc3o2)cs1 (centres undefined),8,-5,nt,24,6,-6,13,3,-15
COc1ccc(/C=N/N=C2/NC(=O)C(CC(=O)O)S2)cc1OCc1ccc(Cl)cc1Cl (centres undefined),0,0,0.0,-7,-5,-3,2,-1,12
Cc1[nH]c2ccccc2c(=O)c1CNCc1ccccc1,0,-7,4.0,-7,1,-9,17,-2,8
NC(=O)C1CCN(c2ccc3c(c2)S(=O)(=O)c2ccccc2C3=O)CC1,1,3,20,12,-2,4,7,4,-5
COC(=O)C1=C(O)C(C(=O)OC)C(c2ccc(C)cc2)C(C#N)(C#N)C1c1ccc(C)cc1 (centres undefined),1,5,-1.2,-15,4,4,-13,0,9
CC(=O)c1ccc(NC(=O)c2ccccc2Sc2ncnc3sc(C)c(C)c23)cc1,0,0,-2.8,5,-2,6,-1,0,-2
CC(=O)Oc1cccc(N2C(=O)c3ccc(C(=O)Nc4cccnc4)cc3C2=O)c1,2,5,0.6,-16,-3,6,3,2,11
CON/C=N/C(=S)Nc1ncc(C(F)(F)F)cc1Cl,1,7,2.6,-11,-8,0,-11,-1,5
O=C(NCc1ccc(F)cc1)c1cc(C2CCCCN2C(=O)c2cccs2)on1 (centres undefined),5,0,nt,-10,-10,-2,1,-1,1
CN(CC(=O)Nc1ccc(Cl)cc1)C1=NS(=O)(=O)c2ccccc21,0,-1,-0.3,-5,11,-2,5,2,6
COCCN(C(=O)COC(=O)c1ccc(Br)o1)c1c(N)n(Cc2ccccc2)c(=O)[nH]c1=O,0,5,-1.1,-17,3,-4,8,-1,15
COc1ccc(/C=C/C(=O)NC(=S)NNC(=O)Cc2cccs2)cc1,6,-1,-1.8,-13,0,-2,-2,5,7
COc1ccc(CNCCS(=O)(=O)NN2CCOCC2)cc1,1,8,1.2,-20,-2,-2,-5,0,14
